# CHO parental Ca: counter-screen: ATP calcium response change in parental CHO cells; parental CHO-K1, ATP-induced calcium, Fluo-8 fluorescence; inhibition, % at 5.6 µM; actives 0.63% (n = 330,000);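 active = inhibition above that plate's mean sample inhibition plus 3 SD, cut at about 26% in these data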;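 also: 0% = ATP-challenged DMSO wells and 100% = DMSO wells without ATP; some compounds past the cut are filed as inactive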
#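 Material: parental CHO cells / Compound: single nominal dose of 5.6 µM per compound / Signal: Fluo-8 fluorescence / Replicates: singlicate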
# OXTR agonist: activates the human oxytocin receptor | P30559 | CHO-OTR cells, Fluo-8 calcium fluorescence; normalized: DMSO 0%, oxytocin 100% | activation, % at 3 µM | actives 0.32% (n = 320,000) | AID 2435;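 active = activation above the mean of all tested compounds plus 3 SD, cutoff set per screening run, cut at about 20% in these data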;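 also: peak over basal fluorescence ratio from a 100 s FLIPR kinetic read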
# Target sequence (P30559 whole entry, looked up): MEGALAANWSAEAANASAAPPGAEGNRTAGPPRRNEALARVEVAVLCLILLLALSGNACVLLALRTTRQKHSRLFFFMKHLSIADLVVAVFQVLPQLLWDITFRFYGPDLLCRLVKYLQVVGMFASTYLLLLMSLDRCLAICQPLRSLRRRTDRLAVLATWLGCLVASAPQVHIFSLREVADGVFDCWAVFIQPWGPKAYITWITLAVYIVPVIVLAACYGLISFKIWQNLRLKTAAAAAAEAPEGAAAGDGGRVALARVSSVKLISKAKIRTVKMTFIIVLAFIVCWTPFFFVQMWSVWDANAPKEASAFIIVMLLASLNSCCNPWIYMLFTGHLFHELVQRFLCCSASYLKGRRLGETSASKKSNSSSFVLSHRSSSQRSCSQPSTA
# CHO-K1 Ca antag: counter-screen for M1 antagonists: effect in parental CHO-K1 cells; ATP-induced calcium, Fluo-8 fluorescence; inhibition, % at 3 µM; actives 0.6% (n = 360,000);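 active = inhibition above a per-plate cutoff, the plate's mean sample inhibition plus 3 SD, cut at about 24% in these data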;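 also: 0% = DMSO plus EC80 ATP and 100% = DMSO alone without ATP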
# M1 ag parental: M1 agonist counterscreen hit in parental CHO-K1 cells; AID 602248; activation, % at 3 µM; Fluo-8 calcium fluorescence; scaled to maximal ATP response, vehicle zero; actives 0.48% (n = 360,000); in the data active = activation above about 15%;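 also: untransfected CHO-K1 host cells lacking M1 receptor as counterscreen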
# V1aR counter: V1a receptor agonism, counter-screen for OXTR agonists; P37288; CHO-V1R cells, Fluo-8 calcium fluorescence, agonist mode; 0% DMSO, 100% 3 nM vasopressin; activation, % at 3 µM; actives 0.25% (n = 320,000); AID 2797;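 active = activation above the mean activation of all tested compounds plus 3 SD, per screening run, cut at about 20% in these data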;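 also: signal is peak over basal fluorescence ratio across a 100 second FLIPR read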
# OXTR potentiator: human OXTR potentiation; P30559; CHO-OTR cells, Fluo-8 calcium fluorescence, potentiator mode; 0% = oxytocin EC15, 100% = EC100; activation, % at 3 µM; actives 0.061% (n = 320,000); AID 2445;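 active = activation above that plate's cutoff, the mean activation of tested compounds plus 3 SD, cut at about 6.6% in these data, passing the limit was not always enough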;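 also: 100% uses oxytocin at 75 nM as the full agonist control; some results filed as inactive read as strong as hits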
#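 test system = CHO-OTR cells, human receptor | compound = single-point 3.0 µM | schedule = 6 min compound pre-incubation at room temperature, 100 s kinetic read | signal = Fluo-8 no-wash calcium dye fluorescence, excitation 470-495 nm, emission 515-575 nm | repeats = single well per compound, singlicate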
# TAAR1 antagonist: antagonists of human TAAR1. Q96RJ0. CHO RD-HGA16 TAAR1, Fluo-8 calcium fluorescence, antagonist. inhibition, % at 3 µM. actives 1.5% (n = 360,000);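 active = inhibition above a per-plate cutoff, the mean inhibition of test compounds on that plate plus 3 SD, cut at about 49% in these data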;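 also: 0% = DMSO plus EC80 beta-PEA response and 100% = DMSO alone without agonist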
# Target sequence (Q96RJ0 whole entry, looked up): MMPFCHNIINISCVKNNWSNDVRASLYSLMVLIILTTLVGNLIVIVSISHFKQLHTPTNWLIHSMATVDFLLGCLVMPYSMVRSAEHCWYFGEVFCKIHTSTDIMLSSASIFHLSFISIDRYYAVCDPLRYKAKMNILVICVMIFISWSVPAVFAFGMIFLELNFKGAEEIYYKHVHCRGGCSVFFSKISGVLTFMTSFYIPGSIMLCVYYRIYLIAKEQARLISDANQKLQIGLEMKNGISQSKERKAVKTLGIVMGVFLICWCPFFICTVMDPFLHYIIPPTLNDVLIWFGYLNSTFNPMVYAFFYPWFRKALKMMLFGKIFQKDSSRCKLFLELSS
#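 Test system: hTAAR1-expressing CHO RD-HGA16 cells, Gα16-coupled; Probe or stimulus: EC80 β-phenethylamine stimulus; Compound dosing: single nominal final test compound concentration of 3 µM; Timing: 140 s kinetic read after compound, 140 s after agonist; Signal: Fluo-8 calcium-sensitive fluorescence; Measure: % inhibition of agonist calcium response; Controls: DMSO and EC80 PEA controls.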
# M1 PAM parental: M1 PAM counterscreen hit in parental CHO-K1 cells; ATP EC20, Fluo-8 calcium fluorescence; 0% at ATP EC20, 100% at ATP max; activation, % at 3 µM; actives 0.02% (n = 360,000); AID 602247;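 active = activation above the run cutoff, the mean activation of all test compounds plus 3 SD, cut at about 40% in these data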;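 also: peak over basal fluorescence ratio in a 140 s read after ATP addition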
# GPR7 antagonist: blocks human GPR7 receptor signaling | actives 1.1% (n = 290,000) | P48145 | GPR7-expressing cells, fluorescence antagonist assay | AID 1861 | inhibition, % at 4.4 µM; in the data active = inhibition above about 16%, passing the limit was not always enough;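 also: cells stimulated with the agonist NPW; 0% = agonist with vehicle and 100% = vehicle without agonist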
# Target sequence (P48145 whole entry, looked up): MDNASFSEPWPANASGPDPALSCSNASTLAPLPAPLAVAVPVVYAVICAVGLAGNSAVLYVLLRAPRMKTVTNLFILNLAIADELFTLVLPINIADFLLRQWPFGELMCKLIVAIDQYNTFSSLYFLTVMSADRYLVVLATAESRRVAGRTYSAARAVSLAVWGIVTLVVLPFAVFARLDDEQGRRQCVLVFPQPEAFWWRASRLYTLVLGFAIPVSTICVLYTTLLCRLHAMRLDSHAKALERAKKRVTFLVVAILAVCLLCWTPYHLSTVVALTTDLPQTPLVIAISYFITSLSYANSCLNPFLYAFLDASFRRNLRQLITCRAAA
# * marks the source's active call; other numbers are inactive results; x = not tested or not shown.
mol	CHO parental Ca	OXTR agonist	CHO-K1 Ca antag	M1 ag parental	V1aR counter	OXTR potentiator	TAAR1 antagonist	M1 PAM parental	GPR7 antagonist
COc1ccc(C(=O)CSc2nc3ccccc3n2CC(=O)NC(C)(C)C)cc1	-17.5	-0.7	-9.1	0.5	-0.8	-11.0	-4.9	12.5	12.8
Cc1ccc(CNc2ccc(S(=O)(=O)N3CCOCC3)cc2[N+](=O)[O-])cc1	-12.8	-0.2	-6.3	2.8	0.2	-6.5	11.6	8.9	-7.4
Cc1ccc2nc(SCC(=O)Nc3c(C)n(C)n(-c4ccccc4)c3=O)[nH]c2c1	-1.7	-1.8	-6.0	-0.7	-1.0	7.8	9.9	17.6	-6.7
COC(=O)Cn1cnc2c(C#N)c3n(c2c1=O)CCCC3	5.8	0.6	7.5	-0.2	0.5	2.9	-9.8	-15.7	-11.0
CCOc1cc(CNCCCN2CCOCC2)ccc1OCC(=O)Nc1cccc2ccccc12	-15.9	2.3	-10.2	1.3	1.3	-0.8	1.0	4.0	2.9
CC(C)(CNC(=O)c1ccc(Br)o1)CNC(=O)c1ccc(Br)o1	x	x	-1.1	1.9	x	x	13.5	-4.8	-8.8
Clc1ccc2c(NNc3ccccc3Cl)ccnc2c1	-9.3	1.9	0.9	-0.2	0.1	-4.0	1.0	-1.4	-12.1
CCOc1cc(/C=N\NC(=O)c2ccc(C)nc2)cc([N+](=O)[O-])c1O	-1.4	-0.8	-16.9	-0.2	1.2	-8.5	1.4	2.2	-3.3
O=C(c1cc(-c2ccncc2)nc2ccccc12)N1CCN(c2ncccn2)CC1	-15.3	1.7	-15.4	6.4	0.5	0.1	39.4	-2.8	x
COc1ccc(NC(=O)NC(C)c2ccccc2)cc1 (stereo unspecified)	x	x	-7.3	0.8	x	x	-7.7	9.4	-11.1
Fc1ccc(CNC(=S)Nc2cccc(Cl)c2)cc1	40.7*	9.5	10.3	13.1	8.0	-5.3	29.1	1.2	36.4*
COc1ccc(S(=O)(=O)NN(C)c2nc(C(F)(F)F)nc3ccccc23)cc1	-9.8	0.1	4.7	0.7	4.8	-8.3	-6.3	-2.9	3.0
COc1cc(/C=C(\C#N)C(=O)N2CCOCC2)cc(Br)c1O	4.1	0.2	0.3	5.5	0.1	-3.6	-7.4	20.7	-3.9
O=C(N/N=C/c1cc2ccccc2nc1Cl)c1ccncc1	-2.6	-0.9	-10.2	1.1	-0.5	-9.1	16.0	9.8	-9.6
C/C(=N\Nc1ccc(F)cc1)c1ccc(N2CCOCC2)c(F)c1	-13.3	0.2	7.4	-0.1	-1.8	-1.4	-9.9	-3.1	-13.1

# (continued)
mol	CHO parental Ca	OXTR agonist	CHO-K1 Ca antag	M1 ag parental	V1aR counter	OXTR potentiator	TAAR1 antagonist	M1 PAM parental	GPR7 antagonist
O=C(CSc1nc2ccccc2c(=O)n1-c1ccc(F)cc1)Nc1ccc(Cl)c(S(=O)(=O)N2CCOCC2)c1	-6.4	1.7	-4.3	5.2	0.6	-1.7	36.1	-1.9	14.2
CCc1sc(C(=O)N2CCN(C(=O)c3ccccc3)CC2)cc1C	-18.0	-1.0	-9.9	-0.1	-0.3	-0.4	-2.6	8.8	x
COc1ccc(-c2nc3ccccc3c(=O)n2NC(=O)c2cccnc2Cl)cc1OC	-0.8	-0.4	-7.7	1.1	-0.6	-7.4	-8.5	28.6	9.5
COC(=O)c1c(C(=O)OC)c2c(-c3ccccc3)cc3cccc1n32	x	x	4.5	1.6	x	x	34.5	2.2	x
CC(=O)N1CCc2c(sc(NC(=O)CN3C(=O)c4ccccc4C3=O)c2C(N)=O)C1	-5.3	-0.2	-0.7	0.0	-0.4	0.2	-53.2	5.7	-8.3
CCOc1ccc(S(=O)(=O)N2CCOCC2)cc1NC(=O)CSCC(=O)Nc1ccc(C)cc1	-22.0	0.2	-11.3	0.3	-1.3	-9.0	-20.7	19.8	-0.3
Cn1c(O)c(N=Nc2nc(-c3ccccc3)cs2)c2ccccc21	-8.4	-0.2	0.7	0.4	0.3	-4.2	-3.0	-0.6	-4.5
CC(=O)Nc1ccc(S(=O)(=O)NC(C)CCc2ccccc2)cc1 (stereo unspecified)	-0.1	1.6	-0.2	2.2	3.0	-20.1	-5.9	0.8	0.3
COc1ccc(S(=O)(=O)Cc2ccc(C(=O)N3CCN(c4ccccn4)CC3)o2)cc1	-11.1	-0.5	8.8	3.7	2.0	-4.4	x	-0.3	-5.0
C=C(C)COc1ccc2c(C)c(CCC(=O)N3C[C@H]4C[C@@H](C3)c3cccc(=O)n3C4)c(=O)oc2c1	-19.2	-0.3	7.0	-0.2	-0.1	-1.4	10.8	1.7	0.0
Cc1nn(C)c(C(=O)Nc2ccn(Cc3ccccc3F)n2)c1[N+](=O)[O-]	-9.4	1.3	-10.9	1.7	1.5	0.0	7.2	6.1	-12.2
Cc1ccccc1NC(=O)Cc1nnc(SCC(=O)NC2=NCCS2)n1C	-12.5	0.2	-3.3	0.8	0.4	-5.8	7.8	-19.8	-9.8
CCOC(=O)Cn1ncc2c(=O)oc3ccccc3c21	-10.1	0.3	-11.6	0.4	1.3	-12.1	-8.0	12.3	-9.7
CCOc1cc(/C=C2\SC(=N)N(c3nonc3N)C2=O)ccc1OCC(N)=O	-4.4	0.6	-1.1	1.0	1.6	-7.9	9.2	5.6	-10.8
COc1ccnc(Oc2ccc(C)cc2C)c1C#N	-7.4	-1.1	-3.7	-0.3	-0.2	-2.5	-21.4	-4.0	-6.0

# Further compounds follow:
mol	CHO parental Ca	OXTR agonist	CHO-K1 Ca antag	M1 ag parental	V1aR counter	OXTR potentiator	TAAR1 antagonist	M1 PAM parental	GPR7 antagonist
CCOC(=O)/C(C(=O)Nc1ccccc1Br)=C1/NC(C)(C)Cc2ccccc21	-16.9	-2.2	-10.5	0.2	-0.2	7.7	-10.9	28.0	-6.4
O=C(c1ccc2nc(N3CCOCC3)sc2c1)N1CCC(Cc2ccccc2)CC1	-14.5	-1.2	-12.5	2.5	1.4	-5.4	-16.8	8.2	1.6
COC(=O)c1ccccc1NC(=O)C1CCN(c2ncnc3c2nc2n3CCCCC2)CC1	-16.8	-1.9	-3.2	-0.4	-0.8	-6.7	-33.2	-5.5	-6.0
COc1ccc(-c2noc(CCC(=O)N(C)c3cccc(C)c3)n2)cc1	-30.0	-0.6	-16.5	2.4	1.2	-10.2	-3.5	10.9	5.6
COc1cc(F)ccc1-c1csc(C(C)(NC(C)=O)c2ccccc2)n1 (stereo unspecified)	x	x	0.5	-0.3	x	x	-35.8	10.2	x
O=C(CSc1ccc(-c2ccncc2)nn1)c1ccc(Cl)cc1	1.5	1.0	-6.8	2.9	2.3	-10.1	6.2	9.9	-12.8
COc1ccc(OC)c(CCNC(=O)CCc2cn(C)c3ccccc23)c1	-15.4	-1.5	-15.0	0.0	-0.7	-2.4	-1.9	10.2	21.8
O=C(Nc1cccc(Cl)c1)OCc1cn(-c2ccccc2)nn1	-20.0	0.2	-1.1	2.7	0.5	2.0	21.1	20.6	4.0
Cc1nc(-c2cccc(NS(=O)(=O)c3ccccc3)c2)cs1	-8.9	-1.4	-8.4	1.7	-0.2	-2.7	-6.1	17.6	1.5
NC(=O)c1cc2ccc(O)cc2oc1=NCc1ccccc1	-10.3	5.6	-5.2	1.1	3.7	-9.8	-11.0	9.6	2.2
O=C(O)CCC(=O)Nc1ccc(/C=C/C(=O)C2CC2)cc1	1.1	-1.1	-3.4	0.4	0.8	-18.8	5.1	5.0	-3.6
COc1cc(OC)cc(C(=O)Nc2nnc(Cc3ccc(OC)c(OC)c3)s2)c1	-28.6	-1.7	-5.3	0.0	-0.5	-5.2	-4.5	11.1	14.2
COc1ccc(CC(=O)NCCCc2ccccc2)cc1OC	-17.2	1.1	2.9	3.3	4.4	-5.1	1.0	4.9	3.1
CCCCN(C(=O)Nc1ccc(Cl)cc1)C1CCN(C(C)=O)CC1	-12.1	0.8	-11.6	0.2	0.6	3.4	22.0	0.8	8.1
O=C(c1cc2ccccc2o1)N1CCN(c2ccccn2)CC1	-7.2	0.0	6.1	1.4	0.9	-8.6	-1.6	8.7	2.3

# More records.
# Every second line gives: CHO parental Ca, OXTR agonist, CHO-K1 Ca antag, M1 ag parental, V1aR counter, OXTR potentiator, TAAR1 antagonist, M1 PAM parental, GPR7 antagonist
> CC1CC(C)CN(CCCNC(=O)C2CCN(c3ncnc4c3sc3cccc(F)c34)CC2)C1 (stereo unspecified)
  -27.6, -0.6, x, x, 0.3, -6.0, x, x, 0.3
> C=CCOc1ccc(/C=C2\SC(=S)N(N3CCOCC3)C2=O)cc1
  -1.2, -0.2, 4.8, 0.2, 1.2, -2.5, -23.0, -5.9, -11.2
> Cc1cc(CN(C)C(=O)C2CCC(=O)N(CCc3cccc(F)c3)C2)on1 (stereo unspecified)
  -11.8, -0.2, -10.1, 0.7, 3.5, -1.7, -5.1, 4.7, -10.0
> COc1ccc(CN/C=C2\CCCCC2=O)cc1
  -9.7, -1.3, -7.0, 0.5, -0.2, -5.7, x, 10.4, -6.8
> ClCCCc1cn(C[C@H]2CC[C@@H]([C@@H]3CC[C@H](Cn4cc(CCCCl)nn4)O3)O2)nn1
  -13.1, -1.4, -11.5, 1.0, 0.0, -7.4, 11.0, 21.1, 6.3
> O=C(O)c1ccccc1-c1cn2cc(Cl)ccc2n1
  -9.1, -0.4, 8.4, 13.8, 0.6, -1.1, -3.9, 5.9, -26.0
> CC[C@@H]1C(c2ccccc2)=NN(c2ccccc2)[C@H]1C(=O)N1CCOC1=O
  -10.6, x, -13.3, -0.3, x, x, -21.9, 8.8, x

# Fetched by compound from above (2):
# Every second line gives: CHO parental Ca, OXTR agonist, CHO-K1 Ca antag, M1 ag parental, V1aR counter, OXTR potentiator, TAAR1 antagonist, M1 PAM parental, GPR7 antagonist
> CC[C@@H]1C(c2ccccc2)=NN(c2ccccc2)[C@H]1C(=O)N1CCOC1=O
  -10.6, x, -13.3, -0.3, x, x, -21.9, 8.8, x
> Cc1cc(CN(C)C(=O)C2CCC(=O)N(CCc3cccc(F)c3)C2)on1 (stereo unspecified)
  -11.8, -0.2, -10.1, 0.7, 3.5, -1.7, -5.1, 4.7, -10.0

# Some of these compounds in order of formula weight, ascending.
# Every second line gives: CHO parental Ca, OXTR agonist, CHO-K1 Ca antag, M1 ag parental, V1aR counter, OXTR potentiator, TAAR1 antagonist, M1 PAM parental, GPR7 antagonist
> COc1ccc(CN/C=C2\CCCCC2=O)cc1
  -9.7, -1.3, -7.0, 0.5, -0.2, -5.7, x, 10.4, -6.8
> O=C(O)c1ccccc1-c1cn2cc(Cl)ccc2n1
  -9.1, -0.4, 8.4, 13.8, 0.6, -1.1, -3.9, 5.9, -26.0
> CC[C@@H]1C(c2ccccc2)=NN(c2ccccc2)[C@H]1C(=O)N1CCOC1=O
  -10.6, x, -13.3, -0.3, x, x, -21.9, 8.8, x
